# Source: PubChem BioAssay
# ADAM10 inh – inhibitors of human ADAM10. O14672. inhibition, % at 7 µM. recombinant ADAM10, EDANS/DABCYL FRET peptide cleavage, 3 h. 370,000 compounds, 0.62% hits;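 active means inhibition above a per-campaign cutoff equal to the mean of compounds falling between control-based bounds plus 3 SD, cut at about 20% in these data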;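 further: 0% = DMSO wells while the 100% control is not disclosed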
# DAX1 inh-1 – NR0B1 (DAX1) inhibition | 340,000 compounds, 0.99% hits | P51843 | HEK293 Gal4-DAX1 luciferase reporter, luminescence | inhibition, % at 6.75 µM | AID 504766;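 active means inhibition above the mean over all tested compounds plus 3 SD, cut at about 4.2% in these data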;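 further: 0% = DAX1-transfected cells with DMSO and 100% = empty-vector control cells with DMSO; inhibition shows as a rise in luminescence from relieved DAX1 repression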
# Target sequence (P51843 207-470 limits assumed): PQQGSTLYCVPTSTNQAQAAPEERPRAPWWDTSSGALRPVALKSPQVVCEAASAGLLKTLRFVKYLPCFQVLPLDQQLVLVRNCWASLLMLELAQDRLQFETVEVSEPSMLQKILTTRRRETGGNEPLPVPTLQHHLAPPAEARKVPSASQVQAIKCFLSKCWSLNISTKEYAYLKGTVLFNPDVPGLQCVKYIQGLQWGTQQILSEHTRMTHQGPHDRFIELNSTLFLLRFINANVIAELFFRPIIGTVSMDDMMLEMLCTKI
# PG9 binder – small molecules binding HIV-1 gp120 antibody PG9; TR-FRET gp120-PG9 antibody binding; inhibition, % at 6.7 µM; 360,000 compounds, 0.43% hits; AID 624416; in the data active means inhibition above about 8.5%
# SMARCA2 act – increases SMARCA2 function in MMTV reporter cells. 370,000 compounds, 1% hits. AID 652017. activation, % at 9.1 µM. MG213 cells, MMTV-luciferase reporter, dexamethasone, overnight; in the data active means activation above about 7.8%;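 further: 0% = vehicle wells and 100% = reference activator wells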
# ssDAF12 agonist – S. stercoralis DAF-12 activation, primary screen | HEK293 ssDAF-12/GRIP1 lit1-tk-luc reporter, luminescence; % of 3 µM dafachronic acid response | activation, % at 6.8 µM | 370,000 compounds, 1% hits | AID 652126;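 active means activation above the mean over all tested compounds plus 3 SD, cut at about 0.9% in these data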;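 further: 0% = DMSO-only wells and 100% = 3 µM delta7-dafachronic acid wells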
# hcDAF-12 act – activators of H. contortus DAF-12 nuclear receptor. HEK293 hcDAF-12 lit1-tk-luc reporter, luminescence; 0% DMSO, 100% Δ7-dafachronic acid. activation, % at 6.8 µM. 370,000 compounds, 1.4% hits. AID 652067;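 active means activation above the mean of all tested compounds plus 3 SD, cut at about 5.5% in these data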;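 further: 100% = response to 3 µM Δ7-dafachronic acid high control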
# DAX1 inh-2 – DAX1 (NR0B1) inhibition, primary screen. HEK293T StAR-luciferase reporter, SF-1/DAX-1 repression relief. inhibition, % at 6.8 µM. 370,000 compounds, 1.1% hits. AID 652010;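 active means inhibition above the mean over all tested compounds plus 3 SD, cut at about 3.6% in these data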;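 further: 0% = DAX-1 cells with DMSO and 100% = cells lacking DAX-1 with DMSO; higher inhibition means more luminescence from relief of DAX-1 repression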
# GAA850 FXN act – frataxin GAA850 promoter activation; HEK293 lucGAA850 FXN promoter luciferase reporter, 24 h; percent of 10 µM SAHA response; activation, % at 6 µM; 360,000 compounds, 0.56% hits;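 active means activation above the average of all compounds screened plus 3 SD, cutoff fixed separately per campaign, cut at about 7.5% in these data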;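 further: 0% = DMSO wells and 100% = 10 µM SAHA wells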
# hgDAF-12 ag – agonists of H. glycines DAF-12 nuclear receptor | activation, % at 6.8 µM | AID 687014 | 370,000 compounds, 1.8% hits | HEK293 GAL4-hgDAF12 UAS-luciferase reporter, agonist luminescence; normalized to butyrate control;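 active means activation above a cutoff set at the mean of all screened compounds plus 3 SD, cut at about 10% in these data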;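 further: 0% = DMSO wells and 100% = sodium butyrate wells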
# GC-A act – GC-A (human) enzyme activation; P16066; HEK293 GC-A cells, cGMP TR-FRET, EC30 ANP; 0% at EC30 ANP, 100% saturating ANP; activation, % at 10 µM; 370,000 compounds, 0.14% hits; AID 1671463; in the data active means activation above about 40%
# ADAM17 inh – inhibitors of human ADAM17 | AID 720648 | P78536 | inhibition, % at 6.95 µM | recombinant ADAM17, EDANS/DABCYL FRET peptide cleavage | 370,000 compounds, 0.83% hits;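 active means inhibition above the mean of compounds lying between control limits plus 3 SD, set per campaign, cut at about 8.5% in these data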;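 further: 0% = DMSO-only wells as the low control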
# Target sequence (P78536 215-824 limits assumed): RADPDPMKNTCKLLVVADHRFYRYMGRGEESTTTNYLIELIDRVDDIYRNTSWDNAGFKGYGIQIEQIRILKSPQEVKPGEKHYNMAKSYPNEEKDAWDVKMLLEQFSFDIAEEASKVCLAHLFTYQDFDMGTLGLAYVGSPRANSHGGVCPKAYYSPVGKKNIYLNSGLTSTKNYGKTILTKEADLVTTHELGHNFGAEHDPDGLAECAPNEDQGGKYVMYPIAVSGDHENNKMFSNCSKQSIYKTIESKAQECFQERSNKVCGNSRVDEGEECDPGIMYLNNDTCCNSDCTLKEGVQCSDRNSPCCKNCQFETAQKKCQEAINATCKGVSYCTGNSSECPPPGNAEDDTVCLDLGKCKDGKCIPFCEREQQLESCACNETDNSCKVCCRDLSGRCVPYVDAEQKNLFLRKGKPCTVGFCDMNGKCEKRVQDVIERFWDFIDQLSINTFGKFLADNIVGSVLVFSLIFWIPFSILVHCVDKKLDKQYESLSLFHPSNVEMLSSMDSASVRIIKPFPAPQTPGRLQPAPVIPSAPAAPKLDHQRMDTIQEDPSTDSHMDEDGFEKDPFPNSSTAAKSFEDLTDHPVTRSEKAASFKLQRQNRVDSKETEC
# Starred values were filed as active, the others as inactive; i = inactive; . = not tested or not shown; & = joins results of further samples. No enrichment for hits; about 6.8% have a hit in one of these screens.
SMILES,ADAM10 inh,DAX1 inh-1,PG9 binder,SMARCA2 act,ssDAF12 agonist,hcDAF-12 act,DAX1 inh-2,GAA850 FXN act,hgDAF-12 ag,GC-A act,ADAM17 inh
COc1cccc2[nH]c(-c3ccccn3)nc12,-202,.,-2.2,3,0.5,6.4*,7.2*,.,18*,1,-50
O=[N+]([O-])c1ccc2nc(NS(=O)(=O)c3ccc(F)cc3)sc2c1,-1,0.6,0.6,-3,-1.6,1.6,0.4,-1.2,2.0,0,3
Cc1ccc([N+](=O)[O-])cc1-c1ccc(/C=N\n2nnnc2N)o1,-1,-0.1,-0.6,4,-1.0,-0.8,0.2,4.5,1.9,-1,0
CS(=O)(=O)N(CC(=O)NCc1ccccn1)Cc1ccc(Cl)cc1,3,-0.8,0.6,-1,-1.3,-0.3,0.5,-1.0,-2.0,-2,-5
CCCc1cc(CCC)n2nc(N)nc2n1,-28,2.1,-2.0,5,-0.9,-0.4,-0.1,3.9,-1.4,3,-8
O=C(Nc1ccc2c(c1)OCCO2)c1ccc(Cl)cc1Cl,8,-1.9,0.2,3,0.9,8.0*,2.0,1.6,13*,1,-1
CC(=O)c1cc2c(cc1NC(=O)c1ccc(Cl)cc1)OCCO2,2,-0.2,0.1,-2,0.1,2.6,0.0,2.6,0.9,8,-5
O=C(COC(=O)c1ccc(O)cc1)Nc1ccc(Cl)cc1,1,.,-3.6,0,0.2,2.1,-0.1,.,-2.7,-2,0
NS(=O)(=O)c1ccc(NC(=O)COC(=O)c2cnc(Cl)c(Cl)c2)cc1,4,-0.4,-0.6,1,-2.2,-1.6,0.5,-0.5,0.3,2,2
Cc1nn(Cc2ccccc2)c2c1C(c1cccc(Cl)c1)C(C#N)=C(N)O2 (stereo not given),4,0.0,-1.4,-1,-0.9,-0.5,0.1,-0.3,-2.2,7,-2
Cc1ccc(NC(=O)c2ccc(S(=O)(=O)N3CCOCC3)cc2)c(C)c1,-2,1.7,-0.2,-1,-0.9,2.5,-0.4,0.3,0.6,-2,-1
Nc1nc2c(C(=O)N3CCCC3)nnn2c2ccccc12,i,.,2.4,4,-0.6,3.4,4.7*,.,11*,3,-285
CC1=CN(S(=O)(=O)c2ccc(C)cc2)C[C@@H]2[C@H]3CC[C@H](C3)[C@H]12,-16,2.1,0.4,-1,-0.4,-1.6,-0.7,0.5,-2.5,-2,-5
Cn1c(Cc2cccs2)nnc1SCC(=O)Nc1ccc(C(N)=O)cc1,-7,-1.0,-1.0,5,-0.6,-0.1,-1.2,2.1,0.5,-3,4
COc1cc(-c2nc3ccccn3c2/N=C/c2cccc(F)c2)ccc1O,-79,1.0,-24,3,-1.3,-0.8,-0.3,2.7,-2.1,27,-19
NC(=O)c1cccnc1OCC(F)(F)F,-4,0.8,1.5,-3,-0.7,-2.8,0.0,1.2,0.6,3,-2
COC(=O)CC1(C(=O)OC)Oc2ccc(Br)cc2C(=O)N1c1cc(Cl)cc(Cl)c1 (stereo not given),0,0.3,-2.5,-3,-0.4,0.7,-0.7,1.0,0.4,-1,2
CSc1cc(-c2ccc(Cl)cc2)c(C(=O)NC(C)C)s1,8,0.9,18*,1,-0.9,-0.5,-0.6,0.8,-0.8,-14,-4
C[C@]12C=CC(=O)C=C1CC[C@@H]1[C@@H]2C(=O)C[C@@]2(C)[C@H]1CC[C@]2(O)C(=O)CO,4&1,0.8&0.3,-0.7&0.7,-3&1,-1.3&-1.0,1.6&-2.8,-0.8&0.7,0.1&3.0,0.0&-2.9,2&4,-2&-3
COC(=O)CSc1nnc(CNC(=O)c2ccc(OC)c(OC)c2)n1C,1,-0.3,2.1,-1,-1.8,1.4,0.5,-2.5,1.1,-3,-5
O=C(c1ccccc1F)N(Cc1ccccc1)C1CCS(=O)(=O)C1 (stereo not given),-3,-0.1,0.7,-3,-1.5,0.0,0.3,2.1,0.1,0,-4
Cc1ccccc1C(=O)Nc1ccnn1C1CCN(Cc2cccnc2)CC1,-14,0.0,0.7,-4,-0.8,1.1,0.2,-0.2,-0.3,-2,-6
O=C(CCCC(=O)c1ccccc1)NCc1ccccc1,1,-0.6,-1.9,0,-0.6,2.5,0.0,-0.1,2.0,7,0
Cc1cc(=O)oc(C)c1C(=O)NCc1ccc(F)cc1,9,0.7,-2.0,-1,-1.5,-1.4,-0.3,14*,2.4,1,0
O=C1CSc2ccccc2N1Cc1ccc(F)cc1,4,1.2,-0.5,0,1.4*,3.0,-0.4,5.4,2.0,-2,-1
COC(C[C@@H](O)CC(=O)[C@@H](C)OCc1ccccc1)OC,-13,0.8,-1.4,0,-1.2,-2.1,0.1,1.5,-1.1,1,-1
CCNC(=O)C1CC(=O)N(Cc2ccc(F)cc2)C(=Nc2ccc(OC)cc2)S1 (stereo not given),-4,-0.4,-0.4,-2,-1.7,-2.0,0.5,-0.9,-0.6,3,-2
COc1ccc(-c2nnc(SCc3nnc(-c4ccccc4)o3)n2C)cc1OC,-8,0.2,1.4,-1,-0.7,-1.7,-0.6,-0.8,2.4,-33,-5
CCCN(CCC)C(=O)COc1cc(=O)n(CC)c2ccccc12,0,2.0,0.4,-1,-1.2,-0.9,0.0,-1.8,-2.3,-4,1
c1ccc(CCn2nnnc2C(c2cccnc2)N2CCOCC2)cc1 (stereo not given),1,0.8,-0.6,0,-0.7,-0.1,1.1,-0.7,-2.3,0,-4
COCCNC(=S)N1CCN(C/C=C/c2ccccc2)CC1,-7,3.2,1.8,-3,-1.5,-1.3,-0.2,-1.9,2.3,2,-6
Cc1sc2ncnc(SCC(=O)NC(C)(C)C)c2c1C,-9,-0.4,0.8,-3,-1.4,-2.1,-1.0,1.8,0.2,3,-8
COc1ccc(-c2cc(C(=O)Nc3ccccc3SC)no2)cc1,4,0.7,-1.8,-1,-1.0,-0.8,-0.8,-0.3,-0.5,-1,0
Cc1cccc(Cn2c(C(=O)OC(C)C)cc3c2ccn3C)c1,-11,-0.4,4.0,-3,-0.7,-1.1,-0.3,-1.9,0.0,3,5
CSc1ncccc1C(=O)OCC(=O)NC(=O)NCCC(C)C,5,0.3,-0.3,5,-1.1,-0.4,1.3,-1.8,-1.6,7,0
O=C(OCc1c(-c2ccccc2)ncc2ccccc12)N1CCOCC1,4,-0.1,-0.7,9.6*,-1.5,-1.8,-0.4,2.6,1.1,2,0
CCC(C)(C)NC(=O)Cn1c(-c2ccc(C)cc2)noc1=O,0,3.0,0.6,-2,-1.9,-0.8,-0.3,2.4,-0.1,0,-4
O=C(C[C@H]1C/C=C\C[C@H](NC(=O)OCC2c3ccccc3-c3ccccc32)C(=O)OC[C@H](Cc2ccccc2)NC1=O)N[C@H](CO)Cc1ccccc1,11,-0.2,0.2,0,-1.1,-1.3,0.1,-2.0,-2.7,2,0
Cc1cc(OCc2cc3c(cc2Cl)OCO3)c2c(C)cc(=O)oc2c1,0,-0.5,-1.2,3,-0.8,1.6,-0.6,-1.3,-2.9,4,-1
COC(=O)c1cc(CNC(=O)c2ccc(N3CCCC3)c([N+](=O)[O-])c2)ccc1OC,2,0.8,-0.1,0,-0.8,-0.9,0.3,-0.6,-0.7,-2,-1
CCOc1cc2c(cc1C=O)OC(C)C2 (stereo not given),-50,0.7,-2.0,-5,-1.5,2.2,0.6,1.0,2.3,3,-21
Cc1cccc(Cn2cnc3c(N)c(C)c(C)cc32)c1,-3,0.6,-1.9,-1,-1.4,-1.0,-0.9,1.2,-4.3,-4,-2
CCN(CC)S(=O)(=O)c1ccc2c(c1)nc(CCC(=O)Nc1ccc(N3CCOCC3)cc1)n2C,-2,-1.2,-2.3,1,-1.2,1.7,0.3,2.1,-0.4,0,-8
Cc1ccccc1NC(=O)Cc1nc(COC(=O)COc2cccc(C)c2C)cs1,13,-0.1,-1.6,-2,-1.0,-0.8,2.2,-0.5,0.6,-2,1
CCCc1[nH]n(-c2ccc(F)cc2)c(=O)c1C=Nc1cccc(F)c1,2,2.5,1.7,-4,-0.7,1.3,0.2,-1.1,3.4,-6,-3
O=[N+]([O-])c1cc(-c2nnc(Nc3ccccc3)c3ccccc23)ccc1N1CCOCC1,-12,-0.5,-0.7,-4,-1.1,-1.7,-0.5,1.4,0.0,22,1
COc1cccc(-c2cc3c(-n4cccc4)ncnc3o2)c1,-324,0.2,0.1,-2,-0.5,4.8,-0.6,2.7,7.7,-1,-40
Cc1ccc(S(=O)(=O)n2ccc3c2CCCC3=O)cc1,1,1.5,-1.6,-1,-0.9,-0.1,-0.2,-0.2,-1.5,1,-2
CCNC(=O)NC(=O)C(C)OC(=O)CCCSc1nc2ccccc2s1 (stereo not given),5,-1.5,1.0,-8,-1.5,-2.3,-0.8,-3.6,-4.7,-4,1
COc1cccc(NC(=O)C(OC(=O)/C=C/c2ccc3c(c2)OCO3)c2ccccc2)c1 (stereo not given),-42,0.4,-0.8,-4,-1.6,1.1,-0.8,-0.3,-0.1,-5,-12

# Structures from the list above containing an NH in an aromatic ring, in the order listed:
SMILES,ADAM10 inh,DAX1 inh-1,PG9 binder,SMARCA2 act,ssDAF12 agonist,hcDAF-12 act,DAX1 inh-2,GAA850 FXN act,hgDAF-12 ag,GC-A act,ADAM17 inh
COc1cccc2[nH]c(-c3ccccn3)nc12,-202,.,-2.2,3,0.5,6.4*,7.2*,.,18*,1,-50
CCCc1[nH]n(-c2ccc(F)cc2)c(=O)c1C=Nc1cccc(F)c1,2,2.5,1.7,-4,-0.7,1.3,0.2,-1.1,3.4,-6,-3

# Next results follow.
SMILES,ADAM10 inh,DAX1 inh-1,PG9 binder,SMARCA2 act,ssDAF12 agonist,hcDAF-12 act,DAX1 inh-2,GAA850 FXN act,hgDAF-12 ag,GC-A act,ADAM17 inh
Cc1ccc(-c2cc(C(=O)Nc3ccccc3C(N)=O)c3ccccc3n2)o1,-31,.,2.5,-2,-1.1,1.5,-1.0,2.7,-2.6,7,-13
C(=N\Nc1ccccn1)/c1c[nH]c2ccccc12,2,1.4,-5.2,7,-0.7,1.8,0.0,7.7*,3.5,-8,2
CC(O)[C@@H](C(=O)N1CCNCC1)n1cc(CCCCN)nn1 (stereo not given in full),3,0.7,2.8,0,-0.6,0.4,-0.3,1.0,1.2,-2,2
NC(=O)c1ccccc1NC(=O)CCCc1ccccc1,0,-1.7,-2.2,1,-1.6,0.9,-0.4,1.2,0.9,0,-3
CC(=O)/C(=N/Nc1ccc(C)cc1)Sc1nnc(CCc2ccccc2)n1-c1ccccc1,-8,0.2,-1.9,0,-1.7,-0.2,-0.1,0.6,2.2,-17,-4
COc1ccc(C(=O)N2CCCC(c3ccccc3)=N2)cc1,-3,.,0.9,-2,-1.1,-1.3,-1.0,4.0,-1.4,2,-3
Cn1c(S(=O)(=O)O)nc2ccccc21,-4,1.8,2.1,-2,-1.1,0.5,0.2,0.1,1.7,6,-6
CC1Cc2ccccc2N1C(=O)COC(=O)Cc1ccc(F)cc1 (stereo not given),-1,0.8,-0.6,0,0.0,1.5,0.4,2.2,1.7,2,-3
COc1cc(OC)cc(-c2c(Sc3ccccc3)c3cc(-c4ccc(SC)cc4)ccc3n2C)c1,-2,.,1.8,1,-0.5,0.5,-0.4,.,-0.1,3,-1
